# TRAIL sens C8: sensitizes caspase-8 expressing cells to TRAIL; inhibition (viability loss, TRAIL sensitization), % at 10 µM; NB7+C8 cells + TRAIL, ATPlite viability luminescence; AID 624354; hit rate 1% among 360,000;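 active means compounds causing at least 50% loss of cell viability in the single-dose screen, relative to plate controls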
# TWEAK-Fn14 inh: inhibitors of TWEAK-Fn14 interaction signaling; hit rate 2% among 360,000; TWEAK-stimulated Fn14 reporter cells, luciferase luminescence, 8 h; inhibition, % at 10 µM; in the data active means inhibition above about 50%
# TROY NFkB inh: inhibitors of TROY-dependent NF-kB signaling | Q293 LMP1-TROYcd NF-kB luciferase reporter, 4 h | inhibition, % at 10 µM | hit rate 0.98% among 360,000;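 active means compounds whose plate-normalised and pattern-corrected inhibition of the luciferase reporter signal at the single screening dose is 50% or more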
# COUP-TFII inh: inhibitors of human COUP-TFII (NR2F2). hit rate 0.7% among 370,000. P24468. HEK293T NGFI-A luciferase reporter, luminescence. inhibition, % at 8.6 µM;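 active means inhibition above a per-plate cutoff, mean inhibition of test wells between control levels plus 3 SD, cut at about 38% in these data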;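 further: cells cotransfected with COUP-TFII expression vector driving the NGFI-A reporter; 0% = median of COUP-TF2 test wells and 100% = reporter-only cells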
# Target sequence (P24468 whole entry, looked up): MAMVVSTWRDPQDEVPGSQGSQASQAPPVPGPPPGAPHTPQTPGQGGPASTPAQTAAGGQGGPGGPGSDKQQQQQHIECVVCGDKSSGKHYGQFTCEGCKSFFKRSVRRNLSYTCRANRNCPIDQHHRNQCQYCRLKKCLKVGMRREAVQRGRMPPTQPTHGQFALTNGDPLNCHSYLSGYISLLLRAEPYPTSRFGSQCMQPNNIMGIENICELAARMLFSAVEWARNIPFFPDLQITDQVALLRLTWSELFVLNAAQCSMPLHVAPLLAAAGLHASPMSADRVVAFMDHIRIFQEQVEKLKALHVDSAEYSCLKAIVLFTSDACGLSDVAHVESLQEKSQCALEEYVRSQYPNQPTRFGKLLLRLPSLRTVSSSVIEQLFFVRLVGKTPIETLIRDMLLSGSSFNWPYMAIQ
# Shn3 inh set2: Schnurri-3 reporter inhibition in Clone20 osteoblasts; Clone20 osteoblast Shn3 3'UTR firefly luciferase, 24 h; inhibition, % at 12.5 µM; hit rate 0.52% among 360,000;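 active means mean inhibition of at least 75% with every replicate also reaching 75%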;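 further: 0% = median of neutral control wells and 100% = pilot-screen positive control compound; some compounds past the cut are filed as inactive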
# LRH-1 inv ag: inverse agonists of human LRH-1 (NR5A2) | O00482 | HEK293T StAR-luciferase reporter, LRH-1 transfected, 24 h | inhibition, % at 3.6 µM | hit rate 0.13% among 360,000;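 active means inhibition above the mean inhibition of all tested compounds plus 3 SD, cut at about 73% in these data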;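 further: 0% = DMSO wells and 100% = reporter-only cells lacking LRH-1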
# Target sequence (O00482 whole entry, looked up): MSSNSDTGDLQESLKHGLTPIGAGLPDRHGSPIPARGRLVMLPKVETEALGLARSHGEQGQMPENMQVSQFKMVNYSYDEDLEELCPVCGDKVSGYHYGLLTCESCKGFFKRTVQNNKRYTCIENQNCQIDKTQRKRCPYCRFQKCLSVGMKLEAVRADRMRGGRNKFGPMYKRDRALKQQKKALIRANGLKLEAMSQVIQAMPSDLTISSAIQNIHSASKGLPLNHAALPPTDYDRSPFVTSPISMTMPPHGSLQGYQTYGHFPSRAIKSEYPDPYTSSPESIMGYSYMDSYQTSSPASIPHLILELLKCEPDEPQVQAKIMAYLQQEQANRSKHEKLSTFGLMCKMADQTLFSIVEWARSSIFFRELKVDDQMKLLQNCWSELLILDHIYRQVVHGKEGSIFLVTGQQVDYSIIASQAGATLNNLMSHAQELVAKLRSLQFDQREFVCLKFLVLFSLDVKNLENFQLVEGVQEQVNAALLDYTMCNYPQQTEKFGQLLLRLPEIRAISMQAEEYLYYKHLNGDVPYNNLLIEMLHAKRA
# NCOA1 inh: inhibits human SRC1 coactivator; AID 588354; inhibition, % at 3.6 µM; HEK293 GAL4-SRC1 luciferase reporter, luminescence; Q15788; hit rate 0.12% among 360,000;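 active means inhibition above the campaign mean plus 3 SD, with each screening campaign given its own cutoff, cut at about 60% in these data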;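 further: 0% = DMSO treated cells and 100% = gossypol at 36 µM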
# CF NFkB block: blocks PAF-induced NF-kB reporter in cystic fibrosis cells. KKLEB NF-kB-GFP reporter, GFP fluorescence overnight. inhibition, % at 5 µM. hit rate 0.86% among 360,000. AID 588850;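 active means at least 50% inhibition at 5 µM, scaled per plate between neutral and stimulator controls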;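 further: PAF is a Pseudomonas aeruginosa culture filtrate used as stimulus; plate controls were PAF-stimulated DMSO wells for no effect and unstimulated DMSO wells for full effect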
# KKLEB cytotox: reduces viability of KKLEB cystic fibrosis airway cells | KKLEB CF airway cells viability, ATPlite luminescence, overnight; hits give low values; cells stimulated with P. aeruginosa culture filtrate | activity change (cytotoxicity), % at 5 µM | hit rate 0.36% among 360,000 | AID 602141;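 active means corrected activity change at or below -50% at 5 µM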
# SRC3 inh: human NCOA3 inhibition. Q9Y6Q9. AID 588352. HEK293 GAL4-SRC3 luciferase reporter, luminescence. inhibition, % at 3.6 µM. hit rate 0.17% among 360,000;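 active means inhibition above a per-campaign cutoff, the mean of all compounds plus 3 SD, cut at about 60% in these data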;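 further: 0% = DMSO-treated cells and 100% = gossypol-treated cells at 36 µM; higher means less SRC3-driven luciferase light from the GAL4 reporter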
# LMP1 NFkB inh: Epstein-Barr LMP1 NF-kappaB reporter inhibition; LMP1-induced NF-kappaB luciferase reporter cells, luminescence; inhibition, % at 12.5 µM; hit rate 0.69% among 350,000; in the data active means inhibition above about 41%;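 further: 0% = neutral control wells and 100% = reference inhibitor control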
# * marks the source's active call; other numbers are inactive results; / = not tested or not shown.
SMILES,TRAIL sens C8,TWEAK-Fn14 inh,TROY NFkB inh,COUP-TFII inh,Shn3 inh set2,LRH-1 inv ag,NCOA1 inh,CF NFkB block,KKLEB cytotox,SRC3 inh,LMP1 NFkB inh
O=C(CCc1nc2ccccc2s1)OCC(=O)c1ccccc1,-2,-3,-39,-1,-37,0,-24,-6,3,-9,-52
COc1cc(CCC(=O)Nc2sccc2C#N)cc(OC)c1OC,13,-17,2,-8,19,-7,-3,-17,7,8,-1
CC(C)c1ccc([C@@H]2O[C@H](CCc3ccccc3)Cc3[nH][nH]c(=O)c32)cc1,-2,-6,7,6,/,2,/,/,/,/,/
CCOC(=O)c1c(C)[nH]c(C(=O)CC(=O)OC)c1C,-11,-8,0,-5,11,1,-7,-6,7,11,-3
Cn1cc(Cl)c(C(=O)Nc2nccs2)n1,-9,7,-19,0,-29,-15,-20,5,-4,-28,-9
COCCNC(=O)c1cc(-c2ccc3c(c2)OCO3)on1,40,29,-23,-45,-47,-124,-122,-9,6,-82,12
COc1ccc(C2NC(=O)c3ccccc3N2)cc1 (stereo unspecified),14,-4,-48,/,-20,-82,-61,-2,1,-35,-15
CC1(C)Cc2c(sc3nnn(Cc4ccccc4)c(=O)c23)CO1,-3,-16,5,-2,-1,23,14,7,13,14,1
CS(=O)(=O)c1ccc2nc(NC(=O)CN3C(=O)C4CC=CCC4C3=O)sc2c1 (stereo unspecified),3,4,-11,-6,-6,19,1,20,-12,6,-3
CC(=O)c1ccc(NC(=O)c2ccc(CSc3ccccc3)o2)cc1,11,-4,16,0,7,-13,7,9,1,-1,-2
CSc1ccccc1NC(=O)CN(C)C(=O)c1ccc(NC(=O)c2cccs2)cc1,6,-8,-9,-3,16,-32,-13,1,-6,-7,1
COc1ccc(Cn2cc(Cn3c4ccccc4c(=O)n3C(C)C)nn2)cc1,-10,0,16,4,-10,24,2,-7,2,15,/
C/C(Sc1nnc(Cc2ccccc2)o1)=C(\O)c1ccccc1,-22,14,-7,5,3,14,3,19,-12,-19,-8
Cc1cc(C(C)(C)C)cc(C)c1COC(=O)c1cccnc1,12,1,38,2,38,-5,-2,-3,4,-39,2
COc1ccc2c(CCNC(=O)/C=C/c3ccc(OC)c(OC)c3)c[nH]c2c1,-1,24,11,5,2,-16,6,-11,-7,-14,-19
O=C(Cc1ccc(-c2ccccc2)cc1)Nc1ccccn1,-7,-1,3,-33,-40,-48,-52,20,-19,-80,-2
Cc1cc(N2CCN(c3ccccc3)CC2)n2cc(-c3ccccc3)nc2n1,5,-19,-12,1,2,-3,-12,0,1,9,0
CC(C)Cn1c(-c2ccc(F)cc2)n[nH]c1=S,-10,65*,/,0,-17,-11,4,8,-1,-9,9
CCOC(=O)C1(Cc2cccc(OC)c2)CCN(Cc2ccon2)CC1,-8,0,9,-2,-13,13,-1,-7,2,19,0
CC(=O)/C=C/c1ccc(C)o1,-3,1,-1,-6,0,7,1,6,4,-2,-54
Cc1cccc2cc(CN(CCCN3CCOCC3)Cc3nnnn3C(C)(C)C)c(=O)[nH]c12,0,-1,3,-13,11,-4,-2,-1,-3,20,-2
NC(=O)Cn1nc(C(F)(F)F)c2c1CCCC2,-1,7,-7,-1,-11,-11,-28,0,5,-6,1
Cc1ccccc1CNC(=O)C(C)Sc1ccccc1 (stereo unspecified),-6,-18,-6,2,-22,-20,7,-25,4,-12,-14
COC(=O)CN1C(=O)C(O)(CC(=O)c2ccc(C)cc2)c2ccccc21 (stereo unspecified),15,2,1,-2,3,-4,5,-16,12,-2,-4
Cc1cccc(Cn2nnc3c2C(=O)c2ccccc2C3=O)c1,51*,11,18,-19,17,8,2,62*,-5,3,3
Clc1ccc(Cc2noc(-c3cccs3)n2)cc1,2,-9,-95,-13,-57,-44,-36,-4,1,-48,-26
CC(C)(C)c1ccc(-c2cc(-c3ccccc3O)[nH]n2)cc1,32,85*,83*,37*,-15,15,28,-7,-4,32,-52
Cc1sc2ncnc(N3CCC(C(=O)N(C)CC(=O)Nc4cccc(F)c4)CC3)c2c1C,7,65*,41,37,47,28,31,40,-8,26,29
COc1ccc(CN2CCn3ncc(C(=O)Nc4cccc(C)c4)c3C2=O)cc1,16,4,-19,13,15,-6,-17,18,-17,-16,-1
Cc1ccc(C2(O)CN(c3ccccc3C)C3=[N+]2CCS3)cc1 (stereo unspecified),12,-54,-11,-4,-56,-13,-3,7,-1,4,-1
Cc1cc(O)c(Sc2ncn[nH]2)cc1NS(=O)(=O)c1ccc(Cl)cc1,-1,-3,-17,-10,-6,-22,12,19,2,17,6
COc1cc2ccccc2cc1C(=O)NNC(=O)c1ccccc1O,11,-4,-18,-19,19,7,-12,0,1,-25,14
O=c1[nH]cnc2nn(-c3ccccc3)nc12,18,-29,-18,-33,-9,-77,-56,0,-9,-37,-7
N#Cc1c(NC(=O)CN2C(=O)c3ccccc3C2=O)oc(-c2ccccc2)c1-c1ccccc1,-11,3,-9,10,1,12,-14,-9,12,8,-3
CCOc1cc(/C=N\Nc2nc(-c3ccc(C)cc3)c(NC(C)=O)s2)ccc1O,-27,4,-14,15,-7,2,-13,9,16,3,-3
CCNC(=S)N1CCNC(=O)C1CC(=O)OC (stereo unspecified),2,37,19,19,9,-11,-29,3,7,15,-3
O=C(CC1C(=O)N(c2ccccc2)C(=O)N1C1CCCCC1)Nc1ccccc1 (stereo unspecified),-17,11,-6,0,8,12,-4,-2,-3,-24,15
Cc1ccc(N(CCC#N)C(=O)COC(=O)C2=COCCO2)cc1,-18,1,-23,0,-5,6,-9,27,-8,10,-3
CC(=O)Nc1nc(-c2ccccc2)cc(-c2ccco2)c1C#N,-9,23,-10,-10,-31,-22,-3,-32,-46,4,1
O=C(NCc1ccc(F)cc1)C(c1ccccc1)N(CC1CCCO1)C(=O)Cn1nnc2ccccc21 (stereo unspecified),-14,14,-3,18,-37,3,1,2,-2,8,2
CSc1ccccc1OCc1cc(C(=O)NCCc2nc(C)cc(C)n2)no1,-4,-48,-36,-4,-50,-19,-20,-18,16,-27,28
O=C1CCC(C(=O)N2CCSCC2)CN1Cc1cccc(C(F)(F)F)c1 (stereo unspecified),3,-6,-2,-9,9,6,-40,-1,4,15,-6
Cc1noc(C)c1C(=O)OCC(=O)NC(=O)c1ccc(C(C)(C)C)cc1,2,-17,10,-16,3,-8,-11,-46,24,-6,-1
O=C(COc1coc(CN2CCN(c3ccc(F)cc3)CC2)cc1=O)NC1CCCCC1,16,0,2,25,4,-6,5,-3,-1,-10,10
O=c1c2ccccc2nc(/C=C/c2ccc(O)cc2)n1CCc1ccccc1,19,66*,6,22,10,22,3,10,-4,23,-5

# Ordered by SMILES length (largest number first): part of the list above.
SMILES,TRAIL sens C8,TWEAK-Fn14 inh,TROY NFkB inh,COUP-TFII inh,Shn3 inh set2,LRH-1 inv ag,NCOA1 inh,CF NFkB block,KKLEB cytotox,SRC3 inh,LMP1 NFkB inh
O=c1c2ccccc2nc(/C=C/c2ccc(O)cc2)n1CCc1ccccc1,19,66*,6,22,10,22,3,10,-4,23,-5
CSc1ccccc1OCc1cc(C(=O)NCCc2nc(C)cc(C)n2)no1,-4,-48,-36,-4,-50,-19,-20,-18,16,-27,28
CCNC(=S)N1CCNC(=O)C1CC(=O)OC (stereo unspecified),2,37,19,19,9,-11,-29,3,7,15,-3

# (cont.)
SMILES,TRAIL sens C8,TWEAK-Fn14 inh,TROY NFkB inh,COUP-TFII inh,Shn3 inh set2,LRH-1 inv ag,NCOA1 inh,CF NFkB block,KKLEB cytotox,SRC3 inh,LMP1 NFkB inh
CC(C)(C)NC(=O)NC(=O)COC(=O)CNC(=O)C1CCCCC1,-2,0,4,-3,-24,7,-6,-9,-8,4,-2
CCc1nc(C)cn1S(=O)(=O)c1cc(Br)c(C)cc1OC,5,-6,-1,3,6,-1,7,2,14,13,3
Cc1cc(C(=O)CSc2nn3c(=O)c(C(C)(C)C)nnc3s2)c(C)n1C,-2,19,-4,15,-37,-2,-56,-12,-3,5,-8
C/C(=N\NC(=O)C1(C)CC1(Br)Br)c1cccc(NC(=O)c2ccc(C)o2)c1 (stereo unspecified),33,56*,16,-4,1,-5,9,7,0,-4,6
COC(=O)CSc1[nH]c(=O)cc(C)c1C#N,-16,-10,17,6,4,5,6,-9,7,2,0
CCC1CN(C(=O)Nc2ccc(C)cc2)c2cc(C)ccc2O1 (stereo unspecified),5,-30,-38,10,0,-14,2,38,3,6,-1
O=C(O)CSc1c2c(nc3cc(C(=O)N4CCOCC4)ccc13)CCCC2,-6,-8,15,-1,8,5,-42,9,-9,0,-11
NC(=O)C[C@@H]1NC(=O)[C@H](CCC(=O)O)NC(=O)c2cc([N+](=O)[O-])cc(I)c2OCC[C@@H](C(N)=O)NC1=O,-2,-6,-14,/,-27,5,5,-9,7,12,-3
CC(=O)Nc1ccc(SCC(=O)c2cc(C)n(-c3ccccc3F)c2C)cc1,19,87*,66*,67*,6,55,41,-25,11,52,-16
CCC1CCC/C1=N\NC(=O)c1ccc(Cl)cc1 (stereo unspecified),-10,-7,-16,-27,-4,5,-6,15,-6,-7,-2
O=S(=O)(NCC1CCCO1)c1ccc(Oc2ccccc2)cc1 (stereo unspecified),2,5,25,24,2,-3,3,12,-3,2,0
Cc1ccc(-c2nc(-c3ccncc3)no2)cc1,27,40,-26,-48,-35,-140,-145,-35,-2,-105,3
Cc1cc(=O)cc(C)n1-c1ccc(F)cc1F,-7,-7,-8,-10,-8,-30,-8,-12,-4,-17,-16
CN(C)C(=O)N(CCCN1CCOCC1)Cc1cccc2ccccc12,8,0,-30,-3,-12,2,-27,2,6,-3,/
Cc1ccc(CNC(=O)c2[nH]c(C(F)(F)F)nc2-c2ccccc2)cc1,-27,20,10,-8,17,-7,17,-2,13,20,/
COc1ccc(/C=C2\CCc3ccccc3C2=O)c(OC)c1OC,28,-40,-47,-2,-23,-71,-89,12,-15,-28,-3
Cc1ccc2ccccc2c1CSc1nc(N)nc2c1ncn2CC(C)C,21,-2,13,-14,17,8,-4,2,4,7,-1
O=C(Cc1ccccc1)NNC(=S)NC(=O)c1cccs1,-2,-6,-38,7,-8,-3,-30,5,-4,8,/
CC(C)(C)OC(=O)N[C@@H](C(=O)OC(C)(C)C)c1ccc2c(c1)OCO2,-2,-7,-2,4,2,13,8,6,6,1,-3
Cc1cc(OC(C)C(=O)N2CCN(c3ccc(F)cc3)CC2)c2c(C)cc(=O)oc2c1 (stereo unspecified),5,-2,-10,5,11,-14,-2,-11,-7,8,-1
COc1ccccc1OCC(=O)NCc1ccco1,-5,-4,7,-16,10,-7,-6,8,5,0,3
Cc1cc(=O)oc(C)c1C(=O)N1CCN(Cc2ccc3c(c2)OCO3)CC1,-2,6,4,-1,13,2,2,-4,5,-8,5
O=C(CCn1ccc2cc(S(=O)(=O)N3CCCC3)ccc21)NCc1ccccc1,6,0,-12,10,3,11,15,-14,14,12,18
O=C(NCc1ccncc1)C12CC3CC(CC(C3)C1)C2,-13,-7,-10,9,3,-8,-2,5,-11,-6,-17
CCOC(=O)c1cc(CC)sc1/N=C/C1C(=O)CC(C)(C)CC1=O,-4,2,13,14,-7,8,-1,2,1,5,-5
COc1ccc2sc(/C=C/c3ccccc3O)[n+](C)c2c1,35,-31,-47,11,-15,-1,-7,-3,3,0,4
CCOC(=O)c1cc2c(ccn2C)n1Cc1ccc(C#N)cc1,3,-12,-9,17,5,18,-7,-11,-4,7,5

# An excerpt. The share of hits here may be higher or lower than overall.
